IL1B secr inh: inhibitors of inflammasome signaling (IL-1 beta secretion); THP-1 LPS/ATP IL-1B secretion, AlphaLISA, 16 h; active compounds read low; activity change, % at 57.5 µM; 360,000 compounds, 4.7% hits; AID 743279; in the data active = activity change below about -50%; inconclusive = mostly about -30% to -49%; also: % is scaled to controls: 0 for no effect and ±100 for the full control effect
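THP-1 cells pretreated 1 hr with compounds (up to 57.5 uM final), then stimulated with LPS (250 ng/mL final) plus ATP (1.25 mM final); secreted IL-1B measured by AlphaLISA after 16 hr, decreased signal indicating inhibition.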
MCF10A rereplic: DNA re-replication induction in MCF 10a cells | Potency, µM (doses to about 46.1 µM), for the others: at the highest dose activity, positive = re-replication, hits mostly activators | 350,000 compounds, 2.9% hits | AID 624296 | MCF 10A DNA re-replication, Hoechst nuclear intensity, 48 h; also: potency is read from the fitted curve at half-maximal effect; % of control where 0% means no effect; nearly all actives have a fitted effect of over 50% in size
HT1080-NT tox: kills 2HG-producing HT-1080-NT fibrosarcoma cells | Potency, µM (doses to about 46.1 µM), without a hit: at the top dose activity, negative = less viability, usual class: cytotoxic | HT-1080-NT fibrosarcoma viability, CellTiter-Glo ATP luminescence, 48 h | 360,000 compounds, 1.6% hits;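 also: NT is the 2HG producing partner of a matched IDH1 knockdown line; potency is read from the fitted curve at half-maximal effect; 0% = DMSO-treated cells and -100% = media-only wells without cells; nearly all actives have a fitted effect of over 55% in size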
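750 cells/well, RPMI + 5% FBS; 2 h settle, compound pin-transfer, 48 h at 37 degrees C. CellTiter-Glo 10 min RT, luminescence. Normalized to DMSO and media-only wells.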
ATXN2 expr inh: ATXN2 expression inhibition. HEK-293 ATXN2-luciferase reporter, luminescence, 24 h. Potency, µM (series often up to 57 µM), for the others: top-dose activity change, negative = inhibition, most hits filed as inhibitors. 360,000 compounds, 0.72% hits. AID 1745845; also: potency is read from the fitted curve at half-maximal effect; % is scaled to controls: 0 for no effect and ±100 for the full control effect; nearly all actives have a fitted effect of over 55% in size
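ATXN2-luciferase reporter cells (luciferase flanked by upstream and downstream ATXN2 gene portions) were treated 24 h at 37 °C with compounds at up to 57 uM. SteadyGlo luminescence gave expression; GF-AFC fluorescence gave viability.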
KB-V1 cytotox: KB-V1 MDR subline cytotoxicity; Potency, µM (top dose mostly 46.1 µM), for the others: at the highest dose activity change, negative = cytotoxicity, hits mostly cytotoxic; 400,000 compounds, 3.4% hits; KB-V1 MDR cells viability, CellTiter-Glo, 72 h; also: potency is read from the fitted curve at half-maximal effect; % is scaled to controls: 0 for no effect and ±100 for the full control effect; nearly all actives have a fitted effect of over 60% in size
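Potencies derive from concentration-effect curves fitted to normalized luminescence (CellTiter-Glo) of KB-V1 cells treated for 72 h at 37 degrees C in phenol-red-free DMEM containing 10% FBS.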
HT1080 IDH1KD tx: toxicity to HT-1080 IDH1 knockdown cells (counter line); 360,000 compounds, 2% hits; Potency, µM (top dose mostly 46.1 µM), without a hit: top-dose activity, negative = toxicity, actives largely listed as cytotoxic; HT-1080 IDH1 knockdown viability, ATP luminescence, 48 h;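 also: potency is read from the fitted curve at half-maximal effect; 0% = DMSO wells and -100% = cell-free medium wells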
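Cytotoxicity counter-line: IDH1KD HT-1080, 48 h, CellTiter-Glo. Curves classed by r2, magnitude and activity.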
KB-3-1 cytotox: kills parental KB-3-1 adenocarcinoma cells | Potency, µM (highest dose often 46.1 µM), for the others: top-dose activity change, negative = cytotoxic, actives largely listed as cytotoxic | 400,000 compounds, 1.4% hits | AID 1347075 | KB-3-1 viability, CellTiter-Glo ATP luminescence, 72 h; also: potency is read from the fitted curve at half-maximal effect; % is scaled to controls: 0 for no effect and ±100 for the full control effect; nearly all actives have a fitted effect of over 60% in size
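Screening of KB-3-1 cells (DMEM, 10% FBS, phenol-red free) ran from lowest to highest compound concentration; after 72 h at 37 °C viability was read luminescently and curves fitted.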
WRN helicase inh: inhibitors of human WRN helicase; 360,000 compounds, 0.46% hits; WRN helicase unwinding, fluorescent forked duplex, kinetic; Q14191; Potency, µM (highest dose often 114 µM), for inactives: at the highest dose activity change, negative = inhibition, most hits filed as inhibitors; also: potency is read from the fitted curve at half-maximal effect; % is scaled to controls: 0 for no effect and ±100 for the full control effect; nearly all actives have a fitted effect of over 55% in size
Target sequence (Q14191 whole entry, looked up): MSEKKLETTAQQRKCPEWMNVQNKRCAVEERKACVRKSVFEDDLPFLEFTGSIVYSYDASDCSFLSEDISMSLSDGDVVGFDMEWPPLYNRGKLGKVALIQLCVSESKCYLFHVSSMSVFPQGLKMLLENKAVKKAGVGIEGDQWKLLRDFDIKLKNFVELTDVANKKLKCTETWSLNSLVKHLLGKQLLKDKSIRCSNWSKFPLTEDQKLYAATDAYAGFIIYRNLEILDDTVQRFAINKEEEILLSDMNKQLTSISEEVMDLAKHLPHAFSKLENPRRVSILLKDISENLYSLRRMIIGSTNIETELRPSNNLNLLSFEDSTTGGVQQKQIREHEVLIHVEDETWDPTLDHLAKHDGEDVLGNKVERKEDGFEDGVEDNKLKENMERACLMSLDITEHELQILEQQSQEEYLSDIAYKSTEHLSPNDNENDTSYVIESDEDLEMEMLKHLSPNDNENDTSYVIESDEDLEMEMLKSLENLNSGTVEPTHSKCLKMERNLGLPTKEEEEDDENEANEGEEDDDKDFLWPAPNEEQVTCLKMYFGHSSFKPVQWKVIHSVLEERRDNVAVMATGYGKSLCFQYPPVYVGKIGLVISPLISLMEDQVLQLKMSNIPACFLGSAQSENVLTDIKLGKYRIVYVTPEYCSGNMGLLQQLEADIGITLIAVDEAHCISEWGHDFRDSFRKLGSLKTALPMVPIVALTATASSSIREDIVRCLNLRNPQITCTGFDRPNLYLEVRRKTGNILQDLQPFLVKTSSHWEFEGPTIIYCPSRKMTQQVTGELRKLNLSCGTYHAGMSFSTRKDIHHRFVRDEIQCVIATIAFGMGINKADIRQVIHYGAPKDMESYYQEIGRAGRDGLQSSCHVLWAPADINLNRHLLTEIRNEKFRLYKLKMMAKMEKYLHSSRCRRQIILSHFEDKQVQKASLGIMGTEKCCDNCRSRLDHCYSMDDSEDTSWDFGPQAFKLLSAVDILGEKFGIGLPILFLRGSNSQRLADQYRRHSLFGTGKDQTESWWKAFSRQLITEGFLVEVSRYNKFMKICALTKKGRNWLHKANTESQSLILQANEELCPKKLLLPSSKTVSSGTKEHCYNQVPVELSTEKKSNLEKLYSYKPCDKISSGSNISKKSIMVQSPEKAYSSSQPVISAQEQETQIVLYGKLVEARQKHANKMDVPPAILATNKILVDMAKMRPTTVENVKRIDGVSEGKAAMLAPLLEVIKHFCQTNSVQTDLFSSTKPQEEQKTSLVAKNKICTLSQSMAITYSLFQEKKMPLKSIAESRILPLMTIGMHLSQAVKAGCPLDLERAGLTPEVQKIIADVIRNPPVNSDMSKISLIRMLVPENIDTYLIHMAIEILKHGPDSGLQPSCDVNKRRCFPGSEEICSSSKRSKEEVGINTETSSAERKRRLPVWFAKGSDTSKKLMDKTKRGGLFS
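Primary qHTS, 1536-well format. 20 nM WRN + compound, 15 min RT; start with 100 nM forked fluorophore/quencher duplex, 2 mM ATP (final); kinetic read ex 525/em 598 nm.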
SW480 rereplic: DNA re-replication induction in SW480 cells | SW480 DNA re-replication, Hoechst DNA content imaging, 48 h | 340,000 compounds, 1.8% hits | AID 624297 | Potency, µM (doses to about 46.1 µM), for the others: at the top dose re-replication activation, hits mostly activators; also: potency is read from the fitted curve at half-maximal effect; % of control where 0% means no effect; nearly all actives have a fitted effect of over 55% in size
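Image-based read-out: total Hoechst fluorescence of nuclei (405 nm excitation, 500-530 nm emission), with hits raising the fraction of high-intensity nuclei. SW480 colon cells incubated 48 hr with compounds at 37 C.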
* = called active by the depositor; [ ] = another dose, or the depositor's remark. Unless noted, calls follow the shape of the dose curve; as a rule, active = well fitted curve in the direction sought with a large enough effect; inconclusive = small, poorly fitted or top-dose-only effect, or another doubt; inactive = no such curve, though single readings can be large; an effect the other way counts as inactive or inconclusive.

What do the screens show for `CCOC(=O)c1sc(-c2ccccc2)cc1NC(=O)CSc1nnnn1C`?
IL1B secr inh: inconclusive; MCF10A rereplic: inconclusive; HT1080-NT tox: -12%; ATXN2 expr inh: -5%; KB-V1 cytotox: -11%; HT1080 IDH1KD tx: -20%; KB-3-1 cytotox: -8%; WRN helicase inh: -3%; SW480 rereplic: 0%

Results for Cc1cc(C)c2oc(C(=O)N(Cc3ccccc3)c3ccccn3)cc(=O)c2c1 ?
IL1B secr inh: -11; MCF10A rereplic: 10%; HT1080-NT tox: -30%; ATXN2 expr inh: 1%; KB-V1 cytotox: inconclusive; HT1080 IDH1KD tx: -15%; KB-3-1 cytotox: -24%; WRN helicase inh: -1%; SW480 rereplic: -1%

Results for CCOC(=O)C1CCN(C/C=C/c2ccccc2[N+](=O)[O-])CC1 ?
IL1B secr inh: -3; MCF10A rereplic: 2%; HT1080-NT tox: 1%; ATXN2 expr inh: -10%; KB-V1 cytotox: -10%; HT1080 IDH1KD tx: -7%; KB-3-1 cytotox: 7%; WRN helicase inh: -7%; SW480 rereplic: -63%[inhibitor]

Results for CCOc1ccc(N2CC(C(=O)NCCc3c[nH]c4ccc(C)cc34)CC2=O)cc1 (stereo unspecified) ?
IL1B secr inh: -12; MCF10A rereplic: 1%; HT1080-NT tox: -3%; ATXN2 expr inh: 12%; KB-V1 cytotox: -20%; HT1080 IDH1KD tx: -21%; KB-3-1 cytotox: -13%; WRN helicase inh: -8%; SW480 rereplic: 1%

What do the screens show for `Cc1nc([N+](=O)[O-])cn1Cc1cccc2ccccc12`?
IL1B secr inh: 83; MCF10A rereplic: 1%; HT1080-NT tox: -13%; ATXN2 expr inh: -1%; KB-V1 cytotox: -16%; HT1080 IDH1KD tx: 0%; KB-3-1 cytotox: -6%; WRN helicase inh: 6%; SW480 rereplic: inconclusive

What do the screens show for `COc1ccc(CC(=O)N(Cc2cc3cc(OC)ccc3[nH]c2=O)C(C)C)cc1`?
IL1B secr inh: 12; MCF10A rereplic: 16%; HT1080-NT tox: 3%; ATXN2 expr inh: -20%; KB-V1 cytotox: 11%; HT1080 IDH1KD tx: -9%; KB-3-1 cytotox: -1%; WRN helicase inh: -5%; SW480 rereplic: -2%

Results for NC(=O)c1cc(-c2ccccc2)sc1NC(=O)CN1CCCCC1 ?
IL1B secr inh: -51*; MCF10A rereplic: inconclusive; HT1080-NT tox: inconclusive; ATXN2 expr inh: -19%; KB-V1 cytotox: -29%; HT1080 IDH1KD tx: 15µM*; KB-3-1 cytotox: -4%; WRN helicase inh: -18%; SW480 rereplic: 2%

What do the screens show for `O=C(c1ccccc1)N1CCC(c2nc(-c3ccc(S(=O)(=O)NCC4CCCO4)cc3)no2)CC1` (stereo unspecified)?
IL1B secr inh: -72*; MCF10A rereplic: inconclusive; HT1080-NT tox: inconclusive; ATXN2 expr inh: -19%; KB-V1 cytotox: 9.2µM*; HT1080 IDH1KD tx: -3%; KB-3-1 cytotox: 8.2µM*; WRN helicase inh: -3%; SW480 rereplic: 7%

Results for CC(C)[C@H](NC(=O)OCc1ccccc1)C(=O)OCC(=O)NC1(C#N)CCCC1 ?
IL1B secr inh: 14; MCF10A rereplic: -5%; HT1080-NT tox: 3%; ATXN2 expr inh: 3%; HT1080 IDH1KD tx: 2%; WRN helicase inh: inconclusive; SW480 rereplic: -2%

What do the screens show for `c1ccc(-c2csc(Nc3ccc4c(c3)OCO4)n2)cc1`?
IL1B secr inh: inconclusive; HT1080-NT tox: inconclusive; ATXN2 expr inh: 21%; KB-V1 cytotox: 17%; HT1080 IDH1KD tx: inconclusive; KB-3-1 cytotox: -1%; WRN helicase inh: 0%

Results for Cc1nonc1CC(=O)NC1CC(C)(C)Cc2c1cnn2-c1ccc(F)cc1 (stereo unspecified) ?
IL1B secr inh: -10; MCF10A rereplic: 3%; HT1080-NT tox: 13%; ATXN2 expr inh: 3%; KB-V1 cytotox: inconclusive; HT1080 IDH1KD tx: 10%; KB-3-1 cytotox: inconclusive; WRN helicase inh: -24%; SW480 rereplic: -4%

How did CCN(C(=O)CSc1nc(N)cc(=O)[nH]1)c1c(N)n(Cc2ccccc2)c(=O)[nH]c1=O do in these assays?
IL1B secr inh: 0; MCF10A rereplic: 4%; HT1080-NT tox: 14%; ATXN2 expr inh: -1%; KB-V1 cytotox: 9%; HT1080 IDH1KD tx: 15%; KB-3-1 cytotox: 13%; WRN helicase inh: -13%; SW480 rereplic: -47%[inhibitor]

Results for C[C@H](O)[C@H](O)[C@H]1CNc2nc(N)[nH]c(=O)c2N1 ?
IL1B secr inh: 11; MCF10A rereplic: -46%[inhibitor]; HT1080-NT tox: 11%; ATXN2 expr inh: 4%; KB-V1 cytotox: 17%; HT1080 IDH1KD tx: 9%; KB-3-1 cytotox: 0%; WRN helicase inh: -2%; SW480 rereplic: -56%[inhibitor]

What do the screens show for `Cc1occc1C(=O)N/N=C/c1sc(N2CCOCC2)nc1-c1ccccc1`?
IL1B secr inh: -26; MCF10A rereplic: inconclusive; HT1080-NT tox: 1%; ATXN2 expr inh: -4%; KB-V1 cytotox: inconclusive; HT1080 IDH1KD tx: -2%; KB-3-1 cytotox: -13%; WRN helicase inh: -10%; SW480 rereplic: inconclusive

Results for O=C(N/N=C/c1c[nH]c2ccc(Br)cc12)c1ccncc1 ?
IL1B secr inh: -17; MCF10A rereplic: -2%; HT1080-NT tox: inconclusive; ATXN2 expr inh: -11%; KB-V1 cytotox: -14%; HT1080 IDH1KD tx: inconclusive; KB-3-1 cytotox: 20%; WRN helicase inh: inconclusive; SW480 rereplic: -9%

What do the screens show for `CCOc1ccc(CC(=O)NC2CCN(Cc3ccccc3)CC2)cc1`?
IL1B secr inh: 0; MCF10A rereplic: inconclusive; HT1080-NT tox: -1%; ATXN2 expr inh: -13%; KB-V1 cytotox: -6%; HT1080 IDH1KD tx: 3%; KB-3-1 cytotox: 9%; WRN helicase inh: 4%; SW480 rereplic: -48%

How did CCOc1ccc(OCC)c(NC(=O)CCNS(=O)(=O)c2cc(Br)cnc2N)c1 do in these assays?
IL1B secr inh: -16; MCF10A rereplic: 10%; HT1080-NT tox: -7%; ATXN2 expr inh: -20%; KB-V1 cytotox: 13%; HT1080 IDH1KD tx: -10%; KB-3-1 cytotox: -15%; WRN helicase inh: -5%; SW480 rereplic: -22%

How did COC(=O)c1ccc(COc2ccc(C)c(C)c2)o1 do in these assays?
IL1B secr inh: 2; MCF10A rereplic: 5%; HT1080-NT tox: 6%; ATXN2 expr inh: 37%[activator]; KB-V1 cytotox: 16%; HT1080 IDH1KD tx: 10%; KB-3-1 cytotox: inconclusive; WRN helicase inh: -1%; SW480 rereplic: -12%

How did CCCCOc1ccc(C(=O)N2CCNC(=O)C2CC(=O)OC(C)C)cc1 (stereo unspecified) do in these assays?
IL1B secr inh: 0; MCF10A rereplic: 2%; HT1080-NT tox: -4%; ATXN2 expr inh: -6%; KB-V1 cytotox: -4%; HT1080 IDH1KD tx: -1%; KB-3-1 cytotox: 5%; WRN helicase inh: 2%; SW480 rereplic: -61%[inhibitor]

Results for O=c1nc(NO)ccn1C1CCCO1 (stereo unspecified) ?
IL1B secr inh: 14; MCF10A rereplic: -2%; HT1080-NT tox: 8%; ATXN2 expr inh: -1%; KB-V1 cytotox: -2%; HT1080 IDH1KD tx: 12%; KB-3-1 cytotox: 9%; WRN helicase inh: 5%; SW480 rereplic: -3%

How did Cc1ccc(NC(=O)c2cc3c(s2)CCCC3)cc1 do in these assays?
IL1B secr inh: -53*; MCF10A rereplic: 18%; HT1080-NT tox: -27%; ATXN2 expr inh: 105%[activator]; KB-V1 cytotox: -5%; HT1080 IDH1KD tx: -8%; KB-3-1 cytotox: 0%; WRN helicase inh: -13%; SW480 rereplic: 2%

What do the screens show for `CCCOc1ccc(CNC(=O)c2ccc3nc(N4CCOCC4)sc3c2)cc1`?
IL1B secr inh: -12; MCF10A rereplic: -1%; HT1080-NT tox: 0%; ATXN2 expr inh: -27%; KB-V1 cytotox: -8%; HT1080 IDH1KD tx: 0%; KB-3-1 cytotox: 0%; WRN helicase inh: 2%; SW480 rereplic: 7%

What do the screens show for `O=C(COC(=O)c1cccc(S(=O)(=O)N2CCCCCC2)c1)Nc1ccccc1`?
IL1B secr inh: 10; MCF10A rereplic: 14%; HT1080-NT tox: 0%; ATXN2 expr inh: 3%; KB-V1 cytotox: inconclusive; HT1080 IDH1KD tx: -1%; KB-3-1 cytotox: -4%; WRN helicase inh: -7%; SW480 rereplic: inconclusive

Results for Cc1ccc(CNC(=O)C2(S(=O)(=O)c3ccc(C)cc3)CC2)cc1 ?
IL1B secr inh: 18; MCF10A rereplic: 4%; HT1080-NT tox: 1%; ATXN2 expr inh: -8%; KB-V1 cytotox: -14%; HT1080 IDH1KD tx: -1%; KB-3-1 cytotox: -13%; WRN helicase inh: 2%; SW480 rereplic: -11%

Results for CC(=O)N1c2ccc(S(=O)(=O)NCCC(=O)Nc3cccc(Cl)c3)cc2CC1C (stereo unspecified) ?
IL1B secr inh: 64; MCF10A rereplic: -1%; HT1080-NT tox: -5%; ATXN2 expr inh: -11%; KB-V1 cytotox: -1%; HT1080 IDH1KD tx: -4%; KB-3-1 cytotox: -24%; WRN helicase inh: -4%; SW480 rereplic: 32%

Bioassay records deposited in PubChem by National Center for Advancing Translational Sciences (NCATS).
